Assay outcomes from PubChem.
BRCA1 expr up: BRCA1 expression activation; MCF7-BRCA1-FFLuc reporter, luminescence, 48 h; response scale: scaled: vehicle 0%, 10 µM genistein 100%; Potency, µM (doses to about 46.1 µM), inactives show at the highest dose activation, most hits filed as activators; actives 1.1% (n = 380,000); AID 624202; active = well fitted activation curve with a large enough effect; inconclusive = small, poorly fitted or top-dose-only effect; inactive = no such curve, though single readings can be large or run the other way; also: nearly all actives have a fitted effect of over 80% in size; some results filed as inactive show a strong effect at the top dose
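Cells: MCF7-BRCA1-FFLuc, 2000/well. Exposure: 48 h, 37 °C, 5% CO2. Read: luminescence, 15 min post-substrate. Controls: genistein 10 microM (maximal activation), DMSO (neutral).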
Starred values were filed as active, the others as inactive; ? = inconclusive. Potency is read from the fitted curve at half-maximal effect. The list is partial (hit frequency here may not be typical).

Molecule | BRCA1 expr up
COc1ccccc1Cc1c(-c2ccc(F)cc2)nc2ccc(Br)cn12 | 10%
CC1(C(=O)Nc2ccc(Cl)c(C(F)(F)F)c2)Cc2c(-c3cccc(C(N)=O)c3)ccnc2O1 (stereo not drawn) | 0%
CC1CCN(S(=O)(=O)N2CCC(C(=O)NC(C)c3ccccc3)CC2)CC1 (stereo not drawn) | -4%
CC1(C(=O)NS(=O)(=O)c2ccccc2Cl)CCN1C(=O)C1CC1 (stereo not drawn) | 0%
COCCCn1cc(CN2CC(N(C)C)CS2(=O)=O)nn1 (stereo not drawn) | 8%
Cn1c(=O)c2cc(NC(=O)Nc3cccnc3)ccc2n1Cc1ccc(Cl)cc1 | 11%
COCCCn1cc(CN2CC(N3CCSCC3)CS2(=O)=O)nn1 (stereo not drawn) | 10%
c1ccc(COc2ncnc3c2ncn3CCCNCC(c2ccccc2)c2ccccc2)cc1 | -54%
Cc1ccc(CN2CCC(C(=O)c3ccc(F)cc3)CC2)cc1 | 1%
COc1ccc(CN(C)CCCn2ccc(N)nc2=O)cc1OC | 9%
O=C(Nc1cccc2ccccc12)c1[nH]c(-c2ccccc2)c2c1C(=O)N(C1CC1)C2=O | 7%
COc1cc(NC(=O)CCc2c(C)noc2C)c(C(=O)O)cc1OC | -4%
CC(=O)c1cc2c(cc1NC(=O)CSc1ncccn1)OCO2 | -12%
CNc1nc(NCC2CCCCC2)c2sccc2n1 | -40%
COc1ccc2c(c1OC)C(=O)N1c3ccccc3C(=O)N(Cc3ccco3)C21 (stereo not drawn) | 1%
COc1ccc(OC)c(C(=O)CSc2nnc(C3CC3)n2C2CC2)c1 | -18%
OC[C@H]1O[C@@H](c2nc(-c3ccc4[nH]ccc4c3)no2)[C@H](O)[C@@H](O)[C@H]1O | 10%
COc1ccc(C(=O)N[C@H](C(=O)Nc2cccc(S(=O)(=O)N3CCOCC3)c2)C(C)C)cc1 | -8%
COc1cccc(NC(=O)Nc2ccc(F)cc2)c1 | ?
OC(c1ccccc1)(c1ccccc1)C1CCN(CCCOc2ccc(F)cc2)CC1 | -19%
O=C(NCc1cccs1)c1csc(COCCO)n1 | 17%
COc1cccc(C(O)c2nc(-c3cccc(C(C)C)c3)cs2)c1 (stereo not drawn) | -8%
CC1CN(C(=O)COC(=O)/C=C/c2ccccc2)CC(C)O1 (stereo not drawn) | 0%
CCCCOCCCNC(=O)C[C@@H]1C[C@@]2(C(=O)OCC)CCCC=C2N(Cc2ccco2)C1=O | 19%
COc1cccc(C(O)c2nc(-c3ccccc3)cs2)c1 (stereo not drawn) | 65%
C[C@H](CO)N1C[C@H](C)[C@@H](CN(C)S(=O)(=O)c2ccc3c(c2)OCCCO3)OCc2cn(nn2)CCCC1=O | 2%
Cc1c(C=O)ccc(N(C)C)c1C | 10%
CCC(=O)N1CCCC1(C)C(=O)Nc1ccc2c(c1)CCN2C(C)=O (stereo not drawn) | 11%
COc1ccc(C(C)(O)c2nc(-c3ccc(C)c(C)c3)cs2)cc1 (stereo not drawn) | 0%
CC1CCN(C(=O)c2ncn3c2c(=O)[nH]c2ccc(Br)cc23)CC1 | 9%

Brought forward from above: 2 entries, then new ones.
Molecule | BRCA1 expr up
COc1ccc(C(C)(O)c2nc(-c3ccc(C)c(C)c3)cs2)cc1 (stereo not drawn) | 0%
CC1CCN(C(=O)c2ncn3c2c(=O)[nH]c2ccc(Br)cc23)CC1 | 9%
Cc1csc(NCC(=O)c2c(C)[nH]c3ccccc23)n1 | -8%
Cc1ccc(Nc2nc(NCc3ccco3)nc3nccnc23)cc1 | 0%
Nc1ccn([C@@H]2O[C@H](CNS(=O)(=O)c3cc4ccccc4s3)[C@@H](O)[C@H]2O)c(=O)n1 | 6%
O=C1CC(c2ccco2)CC2=C1C(c1cccnc1)n1nc(C(F)(F)F)nc1N2 (stereo not drawn) | -35%
CCCCC1CC2=C(C(=O)OC(C)(C)O2)C(c2cccc3ccccc23)O1 (stereo not drawn) | -9%
COc1ccc2c(c1)Cc1cc(NC(=O)c3ccccc3-c3ccccc3C(=O)O)ccc1-2 | 10%
O=C(NCc1ccncc1)C1Cc2c(-c3ccc(Cl)cc3)ccnc2O1 (stereo not drawn) | -14%
CC(C)CC1C(=O)N(Cc2cn(CCC3OCCO3)nn2)CCS(=O)(=O)N1Cc1ccc(-c2ccccc2)cc1 (stereo not drawn) | -60%
C=C1C(=O)[C@]23C[C@H]1CC[C@H]2[C@]1(C)[C@@H](OC(C)=O)CC[C@@](C)(C(=O)O)[C@H]1C[C@@H]3OC(C)=O | -65%
C=C1C=C(C)n2ncc(C(=O)N(CCc3ccccc3)Cc3ccccc3)c2N1 | 0%
CCOc1cc(OCC)cc(C(=O)N2CCC[C@@H]2C(=O)N2CCC[C@H]2C(=O)NCc2ccncc2)c1 | -10%
Cn1c(NCCN2CCCC2)nc2cc(-c3ccccc3)sc2c1=O | 6%
CC1(C)OC(=O)C2=C(C[C@@H](C3CCCCC3)O[C@H]2c2ccc(Cl)cc2)O1 | 2%
O=C(NCc1ccccc1)c1ccc(CS(=O)Cc2cccc(Cl)c2)o1 (stereo not drawn) | -4%
Cc1ccc(-c2cnc(C(O)c3cccc(C)c3C)[nH]2)cc1 (stereo not drawn) | 23%
O=C(C=Cc1ccccc1F)c1ccccc1 | 10%
CC(C)C[C@@H]1Cc2[nH]c(=S)[nH]c(=O)c2[C@H](C)O1 | -1%
CCNC(=O)C1(C)CCN(C(=O)c2ccc3snnc3c2)C1 (stereo not drawn) | -1%
CC(C)S(=O)(=O)N1CCCC(c2cc(C(=O)Nc3ccc(F)c(Cl)c3)no2)C1 (stereo not drawn) | ?
CNc1cncc(-c2cc(C)c(O)c(C)c2)n1 | -23%
Cn1cccc1CN1CCC[C@]2(N[C@H](c3ccccc3)[C@@H]3C(=O)N(Cc4ccccc4)C(=O)[C@@H]32)C1=O | 0%
CCCCN(C)c1c(C)nc2ccc(C(=O)Nc3cc(-c4ccccc4)ccc3OC)cn12 | -26%
OC(c1cccc(Cl)c1)c1nc(-c2ccc3c(c2)OCO3)cs1 (stereo not drawn) | -11%
COc1cccc(C=C(C#N)C(=O)c2ccccc2)c1 | 17%
C[C@@H]1CN([C@H](C)CO)C(=O)c2cc(Br)cnc2O[C@H]1CN(C)Cc1ccccc1 | 22%
CCc1cc2c(SCC(=O)N3CCN(C(=O)c4cccs4)CC3)ncnc2s1 | -27%
CCC(=O)N(c1nnc(SCC(=O)Nc2sccc2C(N)=O)s1)C1CC1 | -24%
CC1(c2nnnn2Cc2ccccc2)CCC(=O)N1Cc1ccco1 (stereo not drawn) | 1%
Cc1ccc(S(=O)(=O)N2C[C@H]3N(C(=O)OC(C)C)N(C(=O)OC(C)C)C[C@H](OC(=O)NCC4CCCCC4)[C@@]3(O)C2)cc1 | -33%
COc1ccc(N2CCN(C(=O)C(=O)c3cn(CC(=O)N4CCCC4)c4ccccc34)CC2)cc1 | -24%
CCN(CC(=O)Nc1c(F)cccc1F)C(=O)CSCc1ccc(C)cc1 | 84%
c1ccc(-c2ccc3ncccc3n2)cc1 | ?
Cc1cccc(NC(=O)CNC(=O)[C@H]2O[C@@H](n3ccc(=O)[nH]c3=O)[C@H](O)[C@@H]2O)c1C | 17%
OC[C@@H]1CN(Cc2ccc3c(c2)OCO3)C[C@H](n2cnc3c(NC4CCC4)ncnc32)O1 | 10%
CN(C)c1ccc(C=C2C=C(c3ccccc3)OC2=O)cc1 | -5%
CCNC(=O)C1(C)CCCN(C(=O)c2oc3ccccc3c2C)C1 (stereo not drawn) | 0%
CC(=O)N1CCN(S(=O)(=O)c2cccc(C(=O)OCC(=O)NCc3ccccc3Cl)c2)CC1 | -13%
C[C@@H]1CN([C@H](C)CO)S(=O)(=O)c2ccc(-c3cccc(C(=O)N(C)C)c3)cc2O[C@H]1CN(C)C(=O)Nc1ccc(F)cc1 | -4%
C[C@@H]1CN([C@@H](C)CO)C(=O)CCCn2nncc2CO[C@@H]1CN(C)C(=O)Nc1ccc(C(C)(C)C)cc1 | -17%
CN(C)c1c(Cl)cc(/C=C2\C=Cc3ccccc32)cc1Cl | 15%
Cc1onc(-c2c(F)cccc2Cl)c1C(=O)Nc1cc2cc([N+](=O)[O-])ccc2oc1=O | 0%
CN(C)CCN1CCN(C(c2ccnc3ccccc23)c2nnnn2-c2ccc3c(c2)OCCO3)CC1 (stereo not drawn) | -3%
OC[C@@H]1CN(Cc2cccnc2)C[C@H](n2cnc3c(N4CCCC4)ncnc32)O1 | -4%
COc1ccc(NC(=O)Nc2nnc([C@@H]3C[C@H](O)[C@@H](CO)O3)s2)cc1 | 10%
CC(C)N1CC(C(=O)Nc2ccc(Cl)cc2Cl)CC1=O (stereo not drawn) | 20%
C[C@@H]1CN([C@@H](C)CO)C(=O)c2cc(-c3ccccc3F)cnc2O[C@H]1CN(C)Cc1cccc(F)c1 | -15%
CCc1cnc2ccccc2c1/C=C/c1ccc(N(C)C)cc1 | -58%
CC(C)(C)OC(=O)N1CCC[C@@H]1C(=O)N1CCC[C@@H]1C(=O)NCc1ccccc1Cl | -5%
CCc1nc2ccc(C(=O)NCCc3c[nH]c4ccccc34)cn2c1N(C)Cc1ccc(N(C)C)cc1 | -14%
CC(=O)Nc1cnc(-c2ccccc2C(C)=O)cn1 | 4%
COc1ccc(CCn2nnc3ccccc3c2=O)cc1OC | ?
Cc1c(C#N)c2n(c1C)CCCC(=O)N2 | 8%
CCOC(=O)C1(C)CCCN1C(=O)c1ccc(OC)cc1 (stereo not drawn) | 3%
CNc1cncc(-c2cccc(NS(C)(=O)=O)c2)n1 | 0%
CNS(=O)(=O)c1ccc(CNC[C@H]2O[C@@H](n3cnc4c(=O)[nH]c(N)nc43)[C@H](O)[C@@H]2O)cc1 | 18%
CCCCc1ccc(-c2nn[nH]n2)nc1 | 32%
Fc1ccc(-c2nc3c4ccccc4ccn3c2Cc2cccc(Cl)c2)cc1 | -49%
C=CCOc1ccccc1CNn1c(C)n[nH]c1=S | -24%
CSc1ccccc1CNC(=O)C1(C)CCCN1CC(C)C (stereo not drawn) | 0%
CCCCCCCCN1C(=O)[C@H](CC(=O)NCCCC)C[C@@]2(C(=O)OCC)CCCC=C12 | -15%

Further compounds:
Molecule | BRCA1 expr up
COc1cc(C(=O)N2Cc3cc4ccccc4nc3C2C)cc(OC)c1OC (stereo not drawn) | 7%
CCc1ccc([C@@H]2C[C@H]3[C@@H](CN2S(=O)(=O)c2ccc(C)cc2)C(=O)C[C@@H](c2ccc(C)cc2)N3S(=O)(=O)c2ccc(C)cc2)cc1 | 0%
COCCNC(=O)C1(C)CCCN(C(=O)c2ccc(-c3ccccc3)cc2)C1 (stereo not drawn) | 10%
Cc1ccc(C)c(C(O)c2ncc(-c3cccc(F)c3)[nH]2)c1 (stereo not drawn) | 7%
CCOc1ccccc1-c1ccc2nccn2c1 | -19%
COCCCC1CCN(C(=O)C2CCC(=O)N(CCCc3ccccc3)C2)CC1 (stereo not drawn) | 24%
COCCN(C(=O)CSc1nnc(-c2ccccc2F)o1)c1c(N)n(Cc2ccccc2)c(=O)[nH]c1=O | -14%
O=C(CNC(=O)c1cccc(-n2cccc2)c1)Nc1ccccc1Br | 10%
CCCCCCN1CCN(C2CN(Cc3ccc(C)cc3)S(=O)(=O)C2)CC1 (stereo not drawn) | -20%
CCCS(=O)(=O)NC(=O)C1(C)CCN(C(=O)Cc2ccc(F)cc2)C1 (stereo not drawn) | 4%
CCOC(=O)C1(C)CCN1C(=O)c1cccs1 (stereo not drawn) | 22%
Cc1cccc(C)c1-n1nnnc1C(c1ccnc2ccccc12)N(CCN(C)C)Cc1ccccc1 (stereo not drawn) | -19%
COc1ncnc2c1ncn2CCCNCC(C)c1ccccc1 (stereo not drawn) | 4%
CC1(Cc2ccc(C(F)(F)F)o2)C(=O)Nc2cc(-c3ccc(F)cc3F)ccc21 (stereo not drawn) | -53%
O=C(c1ccncc1)N1CCN(c2cc(-c3ccccc3)nc3cc(-c4cccc(Cl)c4)nn23)CC1 | 5%
CC1=C(C(=O)N(C(C)C)C(C)C)CC(CC(=O)NCC2CCCCC2)C(=O)N1Cc1ccc(F)cc1 (stereo not drawn) | -27%
COc1ccccc1-c1cc2nc(NCc3cccc(Cl)c3)ccn2n1 | -12%

In the list so far, these have a tert-butyl group.
Molecule | BRCA1 expr up
C[C@@H]1CN([C@@H](C)CO)C(=O)CCCn2nncc2CO[C@@H]1CN(C)C(=O)Nc1ccc(C(C)(C)C)cc1 | -17%
CC(C)(C)OC(=O)N1CCC[C@@H]1C(=O)N1CCC[C@@H]1C(=O)NCc1ccccc1Cl | -5%

For reference, part of the list above.
Molecule | BRCA1 expr up
O=C(c1ccncc1)N1CCN(c2cc(-c3ccccc3)nc3cc(-c4cccc(Cl)c4)nn23)CC1 | 5%
CC1=C(C(=O)N(C(C)C)C(C)C)CC(CC(=O)NCC2CCCCC2)C(=O)N1Cc1ccc(F)cc1 (stereo not drawn) | -27%
COc1ccccc1-c1cc2nc(NCc3cccc(Cl)c3)ccn2n1 | -12%

Looked up one by one from above:
Molecule | BRCA1 expr up
COCCN(C(=O)CSc1nnc(-c2ccccc2F)o1)c1c(N)n(Cc2ccccc2)c(=O)[nH]c1=O | -14%
CCCS(=O)(=O)NC(=O)C1(C)CCN(C(=O)Cc2ccc(F)cc2)C1 (stereo not drawn) | 4%
